# Compound activity (PubChem)
# Polio RdRp inh: poliovirus RNA polymerase inhibition; P03300; poliovirus polymerase elongation, fluorescence polarization; stronger effect = lower value; % elongation, % (compound at 16.7 µg/mL); 150,000 tested, 0.66% active; AID 588519; in the data active means % elongation below about 90%; further: some results filed as inactive read as strong as hits
# Target sequence (P03300 1749-2209 limits assumed): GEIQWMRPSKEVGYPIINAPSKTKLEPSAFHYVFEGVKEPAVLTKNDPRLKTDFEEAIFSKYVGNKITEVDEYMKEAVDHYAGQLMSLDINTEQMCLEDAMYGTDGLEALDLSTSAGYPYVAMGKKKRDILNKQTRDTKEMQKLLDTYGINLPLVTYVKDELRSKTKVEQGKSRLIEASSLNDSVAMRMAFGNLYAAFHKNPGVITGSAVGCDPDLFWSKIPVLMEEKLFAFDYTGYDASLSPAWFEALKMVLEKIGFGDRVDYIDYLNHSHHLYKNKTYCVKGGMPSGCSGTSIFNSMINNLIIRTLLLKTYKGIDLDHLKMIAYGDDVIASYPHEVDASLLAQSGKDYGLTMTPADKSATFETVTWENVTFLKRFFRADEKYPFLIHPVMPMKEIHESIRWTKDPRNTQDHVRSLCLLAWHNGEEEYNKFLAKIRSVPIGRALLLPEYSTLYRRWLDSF
# Polio RdRp inh FP z-score: also measured in Polio RdRp inh; calls as there; z-score; measured here: FP z-score; hits read low
# Starred values were filed as active, the others as inactive. Some of the compounds tested; rates above refer to the full screens.
# Start of the data: the first 4 compounds, ahead of the listing:
molecule	Polio RdRp inh	Polio RdRp inh FP z-score
COc1cc(NC(=S)N(N)CCO)c(OC)cc1Cl	100.0	-0.3
O=C(NCc1ccco1)C1CCC(N2C(=O)c3ccccc3C2=O)CC1 (stereo not given)	100.0	-0.2
COc1cc2c(cc1NC(=O)COc1ccc(Br)cc1C)oc1ccccc12	108.0	0.7
O=c1c2ccccc2c(C=NCc2nc3ccccc3[nH]2)c(O)n1-c1ccccn1	103.0	0.2

# Main list (from the top)
molecule	Polio RdRp inh	Polio RdRp inh FP z-score
COc1cc(NC(=S)N(N)CCO)c(OC)cc1Cl	100.0	-0.3
O=C(NCc1ccco1)C1CCC(N2C(=O)c3ccccc3C2=O)CC1 (stereo not given)	100.0	-0.2
COc1cc2c(cc1NC(=O)COc1ccc(Br)cc1C)oc1ccccc12	108.0	0.7
O=c1c2ccccc2c(C=NCc2nc3ccccc3[nH]2)c(O)n1-c1ccccn1	103.0	0.2
NCc1ccccc1CC(=O)N[C@@H]1C(=O)N2C(C(=O)O)=C(CSc3nnnn3CC(=O)O)CS[C@H]12	100.0	0.1
COC(=O)CCN(c1ccccc1)C(CNS(=O)(=O)c1ccccc1)c1ccccc1 (stereo not given)	113.0	1
Cn1c(Cc2nnc(NC3CCCCC3)s2)nc2ccccc21	102.0	0.2
CC(C)CN(C(=O)CSc1ccc2c(c1)OCCO2)c1c(N)n(CC(C)C)c(=O)[nH]c1=O	102.0	-0.2

# A few values from the list.
# `O=c1c2ccccc2c(C=NCc2nc3ccccc3[nH]2)c(O)n1-c1ccccn1` in Polio RdRp inh FP z-score = 0.2
# `Cn1c(Cc2nnc(NC3CCCCC3)s2)nc2ccccc21` in Polio RdRp inh FP z-score = 0.2

# Carrying on.
molecule	Polio RdRp inh	Polio RdRp inh FP z-score
CCC(=O)N1c2ccc(S(=O)(=O)N3CCC(C)CC3)cc2CC1C (stereo not given)	112.0	1
O=C(O)C1Cc2ccccc2N1 (stereo not given)	101.0	0
CN(C(=O)Cn1nc(C(F)(F)F)c2c1CCC2)C1CCCCC1	104.0	0.6
Cc1ccc(Nc2c(-c3cccnc3)nc3ccc(Cl)cn23)cc1	115.0	1.8
CC(NC(N)=O)C(=O)OCc1ccc(C(C)(C)C)cc1 (stereo not given)	104.0	0.1
CCn1c(C)c(CCC(=O)Nc2ccc(C(=O)OC)cc2)c(=O)n2nc(-c3ccccc3OC)cc12	102.0	-0.5
O=C(O)C1CCCCC1C(=O)Nc1ccc2c(c1)OCCO2 (stereo not given)	98.0	-0.4
O=C(NCCNc1nccc(C(F)(F)F)n1)Nc1ccccc1Cl	101.0	-0.1
CCn1c(/C=N/NC(=O)Cc2ccccc2)nc2ccccc21	103.0	0.2
Cc1cc2nn(-c3ccc(Cl)cc3)nc2cc1NC(=O)C(C)C	108.0	0.4
CCn1c(C)c(C)c2cc(C(=O)NCCCN3CCCCC3C)ccc21 (stereo not given)	106.0	-0.2
COC(=O)c1ccc(Cl)cc1OC(=O)c1ccccc1	96.0	-0.6
COc1ccc(-c2cc(C(F)(F)F)nc(SCCC(=O)N(C)Cc3ccccc3)n2)cc1	102.0	0.2
COc1ccccc1-c1cc(C(=O)NCCc2ccccc2)no1	108.0	0.7
CCOC(=O)c1ccccc1NC(=O)NCc1cccn1Cc1ccc(F)cc1	110.0	0.9
O=C(/C=C/c1ccc(Cl)cc1)NCc1ccccc1	100.0	-0.7
Cc1cccc(CCNC(=O)CCc2nnc3n(Cc4ccccc4)c(=O)c4ccccc4n23)c1	104.0	1
Cc1cc(C)c2oc(C(=O)Nc3c(C(=O)c4ccccc4)oc4ccccc34)cc(=O)c2c1	115.0	1.4
CCC(Sc1nnc2c3ccccc3n(C)c2n1)C(=O)Nc1nnc(C(F)(F)F)s1 (stereo not given)	103.0	0.5
CCOC(=O)Cn1c(=O)oc2cc(S(=O)(=O)N3CCN(c4cccc(C)c4)C(C)C3)ccc21 (stereo not given)	108.0	0.5
O=C(c1ccc(N2CCCC2=O)cc1)N(Cc1ccco1)Cc1cccs1	99.0	-0.5
Clc1ccc(-c2ncnn2-c2ccccc2)c(Cl)c1	105.0	1
Cc1cc(-c2ccc(C)c(S(=O)(=O)NC3CCCCC3)c2)on1	108.0	0.2
CCN(CC)C(=O)Cc1cc(OC)c(OC)cc1Br	103.0	0.2
O=C(CSc1c2c(nc3ccc(Cl)cc13)CCCC2)NCc1ccccn1	102.0	0.3
O=C(CSc1nc(-c2ccc(F)cc2)cc(C(F)(F)F)n1)NCc1ccccc1	104.0	0
NC(=O)C1CCN(c2csc3ccc(F)cc3c2=O)CC1	110.0	0.9
CN(C)S(=O)(=O)c1ccc(S(=O)(=O)N2CC=C(c3ccc(F)cc3)CC2)cc1	102.0	0
COc1cccc(CC(C)C(N)=O)c1 (stereo not given)	100.0	-0.2
Cc1cccc(-c2nc3c4ccccc4nc(NCc4ccccc4Cl)n3n2)c1	101.0	-1.2
O=C(O)CCC(=O)N1CCOCC1	101.0	0
Nc1ccccc1NS(=O)(=O)c1cccs1	98.0	-0.2
O=C(CN1C(=O)/C(=C\c2ccc(F)cc2)Oc2ccccc21)NCC1CCCO1 (stereo not given)	100.0	-0.2
CCCCCn1c(=O)[nH]c2cc(C(=O)NCc3ccccc3)ccc2c1=O	106.0	0.4
Brc1ccc(-c2nnc(SCCC3OCCCO3)o2)cc1	102.0	-0.1
CCn1c(=O)[nH]c2ccc(S(=O)(=O)N(C)C)cc21	103.0	0.2
S=C1CC(c2ccccc2)Sc2ccccc2N1 (stereo not given)	111.0	1.3
COc1cc2c(cc1OC)CN(C(=O)C1CCCN(C(=O)c3ccc(Cl)cc3)C1)CC2 (stereo not given)	102.0	-0.3
COc1cc(NC(=O)N2CCC3(CC2)Nc2ccccc2-n2cccc23)cc(OC)c1OC	100.0	-1.3
C=C(C)Cn1c(CCCNC(=O)c2ccccc2OC)nc2ccccc21	102.0	0.3
CC(C)N=C1NC(=NC(C)C)c2ccccc21	109.0	-0.1
COc1cccc(CNC(=O)CCCN2C(=O)c3cccnc3Oc3ccc(Cl)cc32)c1	100.0	-0.5
Cc1ccsc1C(O)c1nnc(-c2ccccc2)o1 (stereo not given)	99.0	-0.3
O=C(CN1C2=NCCN2c2ccccc21)c1ccc(Cl)cc1Cl	102.0	-0.1
O=C(O)C1CCCN1C(=O)c1ccco1 (stereo not given)	102.0	0.1
CC(Sc1nnc(-c2cccs2)n1C1CC1)c1nnc(-c2cccs2)o1 (stereo not given)	106.0	0.5
COc1ccc(C(=O)COc2coc(CN3CCc4ccccc4C3)cc2=O)cc1	104.0	0.8
COc1ccc(N2CCN(C(C)C(=O)N3CCCC3)CC2)cc1 (stereo not given)	97.0	-1.5

# Other entries.
# Results follow in this order: Polio RdRp inh, Polio RdRp inh FP z-score
- Cc1noc(Cn2c(=O)c3ccccc3n(CC(=O)Nc3cc(Cl)ccc3C)c2=O)n1
 : 112.0, 0.8
- CC1=C(C(=O)OCc2ccc(C)cc2)C(c2ccccc2F)CC(=O)N1 (stereo not given)
 : 104.0, -0.5
- COc1ccc2[nH]cc(S(=O)(=O)c3ccccc3)c(=O)c2c1
 : 99.0, -0.1
- CC(=O)N1c2ccc(S(=O)(=O)N3CCCC3C(=O)N3CCN(c4ccccc4)CC3)cc2CC1C (stereo not given)
 : 105.0, 1.8
- Oc1cc2[nH]c3ccccc3c2cc1CN1CCOCC1
 : 105.0, 0.5
- COc1ccc(-c2cc3nc(C)c(CCC(=O)N4CCN(c5ccccc5)CC4)c(C)n3n2)c(OC)c1
 : 112.0, 1.4
- Cn1c(=O)c(=O)n(C)c2cc(S(=O)(=O)N3CCCC3C(=O)Nc3ccc(F)cc3)ccc21 (stereo not given)
 : 100.0, -1.3
- CN(c1ncnc2c1nc1n2CCCCC1)C1CCCCC1
 : 103.0, 0
- CCNc1nc(Oc2ccc(=O)[nH]n2)nc(N2CCOCC2)n1
 : 100.0, -0.3
- COC(=O)c1cc2sccc2n1CC(=O)Nc1ccc(OC)c(OC)c1
 : 103.0, -0.9
- Cc1[nH]c(=S)[nH]c1C12CC3CC(CC(C3)C1)C2
 : 103.0, 0.4
- COc1ccc(S(=O)(=O)c2nnn(-c3ccc(C(C)C)cc3)c2C)cc1
 : 107.0, 0.4
- CCC(=O)NC(c1ccccc1)c1nc2ccccc2[nH]1 (stereo not given)
 : 104.0, 0.8
- COc1cc(NC(=O)c2ccc(-c3nc(CSc4ccccc4)c(C)o3)cc2)cc(OC)c1
 : 107.0, 0
- CC1(C)Cc2c(ccc3ccccc23)C(=NCCC(=O)O)N1
 : 102.0, 0
- COC(=O)c1ccc(-c2nnc(-c3ccc(N(C)C)cc3)o2)cc1
 : 112.0, 1.4
- CN1CN=C2SC3(COC(c4ccc(N(C)C)cc4)OC3)C(=O)N2C1 (stereo not given)
 : 105.0, 0.6
- NC(=O)CCn1c2ccccc2c2ccccc21
 : 103.0, 0.6
- CCc1cc(C(=O)N(CC)Cc2ccncc2)cs1
 : 101.0, -0.6
- Cc1cc(Sc2nnc(C)s2)c2ccccc2n1
 : 86.0*, -1.5*
- CCCCc1nn2c(=O)cc(COC(=O)C3CCCCC3)nc2s1
 : 104.0, -0.5
- OC(COCc1ccco1)CN1CCc2ccccc2C1 (stereo not given)
 : 100.0, -0.7
- CCCc1ccc(OCc2ccc(C(=O)n3cc(Cl)cn3)o2)cc1
 : 101.0, 0.2
- CC(C)C(=O)N(Cc1ccccc1)Cc1nc2ccccc2c(=O)[nH]1
 : 102.0, 0.1
- CCCCOC(=O)c1ccc(NC(=O)c2cc3c(=O)n4cccc(C)c4nc3s2)cc1
 : 103.0, -0.6
- Cc1ccc(Cc2cn3cc(-c4ccccc4)nc3s2)cc1
 : 103.0, 0
- CCc1ccc(C2C(C(=O)OC)=C(C)NC(C)=C2C(=O)OC)cc1
 : 103.0, 0.3
- N#C/C(=C\c1ccc(-c2ccccc2)o1)C(=O)Nc1ccccc1
 : 90.0, -3.5
- Cc1ccc(CC(=O)N2CCN(C(=O)C3CCCO3)CC2)cc1 (stereo not given)
 : 101.0, -0.6
- Cc1ccc(C)c(S(=O)(=O)N2CCN(C(=O)CCC(=O)Nc3ccc(OC(F)(F)F)cc3)CC2)c1
 : 101.0, -0.2
- O=C(Cc1ccc(Cl)cc1)NCCS(=O)(=O)N1CCN(c2ccccc2)CC1
 : 102.0, -0.1
- O=C(Nc1ccc(N2CCOCC2)cc1)C1c2ccccc2Oc2ccccc21
 : 107.0, 0.7
- O=C(NCCCc1nc2ccccc2n1Cc1ccccc1Cl)c1ccco1
 : 108.0, 0.3
- COc1cc(C(=O)Nc2nnc(CC(=O)N3CCOCC3)s2)cc(OC)c1OC
 : 101.0, 0.1
- CSC(=NC(C)(C)C)Nc1ccccc1Cl
 : 105.0, 0.3
- O=C(O)CCn1cccc1
 : 102.0, 0
- Cc1ccc(-c2nonc2NC(=O)c2ccccc2)cc1
 : 101.0, -0.2
- Cc1ccc2nc(NC(=O)c3cc(=O)c4cc(Cl)ccc4o3)sc2c1
 : 106.0, -0.3
- Cc1ccc2c(CC(=O)N3CCN(c4cccc(Cl)c4)CC3)coc2c1
 : 97.0, -1.3
- Cc1ccc(Cc2nc3ccccc3nc2SCC(=O)Nc2ccc3c(c2)OCO3)cc1
 : 108.0, 0.4
- CC(=O)NS(=O)(=O)c1ccc(NC(=O)CN2C(=O)C3CC=CCC3C2=O)cc1 (stereo not given)
 : 102.0, 0
- CC(O)(CNC12CC3CC(CC(C3)C1)C2)c1ccc(Cl)cc1 (stereo not given)
 : 100.0, -0.8
- Cc1ccc(CN2C(=O)c3ccccc3NC2c2ccccn2)cc1 (stereo not given)
 : 100.0, -0.3
- c1ccc(C2Oc3ccccc3C3CC(c4cccnc4)=NN32)cc1 (stereo not given)
 : 100.0, -0.3
- O=C(CSc1nnc(-c2ccccc2)c(-c2ccccc2)n1)Nc1ccccc1Cl
 : 110.0, 0.3
- N#CCOC(=O)C1COc2ccccc2O1 (stereo not given)
 : 98.0, -0.4
- O=C1CCC(=O)N1Cc1c(Cl)cccc1Cl
 : 100.0, -0.6
- CC(NC(=O)c1cc2c(=O)n3ccccc3nc2n(C(C)C)c1=N)c1ccccc1 (stereo not given)
 : 106.0, 0.3
- Cc1ccccc1OCc1nnc(SCc2cc(=O)c3cc(F)ccc3[nH]2)n1C
 : 108.0, 0.5
- O=C(Nc1ccc(N2CCOCC2)cc1)[C@H](Cc1ccccc1)NS(=O)(=O)c1ccc2c(c1)OCCO2
 : 108.0, 0.6
- CCOC(=O)C1CCN(Cc2cn3c(-c4ccc(OC)cc4)nnc3s2)CC1
 : 103.0, -0.9
- COc1cccc(CN2C(=O)C3(SCC(=O)N3c3ccc(C(C)C)cc3)c3ccccc32)c1 (stereo not given)
 : 106.0, 0.1
- CC(OC(=O)C1CC2CCCC(C1)C2=O)c1nnc(-c2ccccc2)o1 (stereo not given)
 : 105.0, 0.3
- O=C(NC1CC1)c1ccc2c(c1)NC(=O)c1ccccc1S2
 : 104.0, 1
- O=C(COC(=O)Cc1ccc(Cl)cc1)NC1CCCCCC1
 : 103.0, 0.8
- CCNS(=O)(=O)c1ccc(Cl)cc1I
 : 103.0, -0.1
- O=C(CCS(=O)(=O)c1ccc(Cl)cc1)NC1CCCC1
 : 99.0, 0.1
- CCc1cc(C(=O)N2CCN(c3ccccc3)CC2)no1
 : 104.0, 0.2
- CCn1c(O)c(N=NC(=O)Nc2ccc(Cl)c(Cl)c2)c2ccccc21
 : 95.0, -0.5
- C=CC[n+]1cc(-c2ccccc2)n2c1CCCCC2
 : 103.0, 0.3

# New compounds follow
# Results follow in this order: Polio RdRp inh, Polio RdRp inh FP z-score
- Cc1ccc(CCNC(=O)c2cc3sccc3n2Cc2ccc(Cl)cc2)cc1
 : 107.0, 0.8
- CCN(CC)c1ccc(NC(=O)C2CCN(c3nnc(-n4cccc4)s3)CC2)c(C)c1
 : 111.0, 1.1
- N#Cc1ccc(N2Cc3ccccc3C2=NC(=O)c2cccs2)cc1
 : 101.0, -0.3
- CCc1ccc(C2CC(=O)Nc3c2c(C)nn3-c2nc(C)cc(C)n2)cc1 (stereo not given)
 : 100.0, -1.5
- CCOc1ccc(S(=O)(=O)N(CC(=O)N2CCCCC2)c2ccccc2)cc1
 : 102.0, 0.2
- Cc1ccnc2nc(C(=O)NCCN3C(=O)S/C(=C\c4ccc5c(c4)OCO5)C3=O)nn12
 : 102.0, -0.1
- Cc1cc(Br)c2c(c1)C(O)(C1C(=O)Nc3ccccc31)C(=O)N2C (stereo not given)
 : 100.0, -0.2
